GLS inh: qHTS for Inhibitors of Glutaminase (GLS); hit rate 0.21% among 410,000; GLS enzymatic activity, qHTS titration; Potency, µM (doses to about 45.5 µM), without a hit: at the highest dose activity change, negative = inhibition, hits mostly inhibitors; further: potency means the concentration at half of the fitted maximal effect; on the % scale 0 is the no-effect control and ±100 the full control effect
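Compounds were pin-transferred onto hKGA, after which L-glutamine (1 mM solution) and a detection mix of glutamate oxidase, HRP and Amplex Red were added. Initial and 30 min RT fluorescence reads were collected.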
G9a inh: qHTS Assay for Inhibitors of Histone Lysine Methyltransferase G9a. G9a H3K9 monomethylation, AlphaScreen, 2 h. Potency, µM (top dose mostly 102 µM), inactives show at the highest dose activity, negative = inhibition, usual class: inhibitors. hit rate 8.8% among 350,000. AID 504332, 2011; further: potency means the concentration at half of the fitted maximal effect; on the % scale 0 is the no-effect control and ±100 the full control effect; nearly all actives have a fitted effect of over 75% in size
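Using a bead-based AlphaScreen, monomethylated H3K9 product from 2 h room-temperature reactions (G9a 20 nM, peptide 500 nM, SAM 20 uM) was detected with 0.5 ug/mL rabbit anti-H3K9me1 antibody.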
PGK inhibitor: qHTS Assay to Find Inhibitors of Phosphoglycerate Kinase; Phosphoglycerate kinase, glycosomal (Trypanosoma brucei brucei), P07378; PGK/GAPDH coupled, Kinase-Glo luminescence, 60 min; hit rate 0.043% among 380,000; Potency, µM (titrated, usually from 57.5 µM), without a hit: at the top dose activity change, negative = inhibition, most hits filed as inhibitors; AID 602233, 2012; further: potency means the concentration at half of the fitted maximal effect; on the % scale 0 is the no-effect control and ±100 the full control effect; nearly all actives have a fitted effect of over 60% in size
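Recombinant glycosomal PGK reaction used 1,3-bisphosphoglycerate generated in-well by GAPDH (100nM final) in 100mM TEA pH 7.6, 5mM MgCl2, 0.01% Tween-20. After 60 minutes at room temperature, ATP was read by Kinase-Glo Plus luminescence end-point.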
JMJD2A Tudor inh: qHTS Assay for Inhibitors of JMJD2A-Tudor Domain | Lysine-specific demethylase 4A (Homo sapiens), O75164 | AlphaScreen JMJD2A-Tudor / H3K4me3 peptide binding | Potency, µM (doses to about 114 µM), for the others: at the highest dose activity change, negative = inhibition, actives largely listed as inhibitors | hit rate 4.4% among 390,000; further: potency means the concentration at half of the fitted maximal effect; on the % scale 0 is the no-effect control and ±100 the full control effect; nearly all actives have a fitted effect of over 50% in size
Pin1 inhibitor: qHTS Assay to Find Inhibitors of Pin1; Peptidyl-prolyl cis-trans isomerase NIMA-interacting 1 (Homo sapiens), Q13526; hit rate 0.009% among 390,000; Pin1 FP peptide displacement, HiFluor488, 10 min; Potency, µM (top dose mostly 115 µM), for the others: at the highest dose activity, negative = inhibition, usual class: inhibitors; active means well fitted inhibition curve with a large enough effect in the polarisation, with a control signal flat, not every such curve was filed as active; inconclusive means small, poorly fitted or top-dose-only effect, or effect the other way, or a change in a side signal; inactive means no such curve, though single readings can be large or run the other way; the % refers to the polarisation; further: potency means the concentration at half of the fitted maximal effect; on the % scale 0 is the no-effect control and ±100 the full control effect
POLH inh: qHTS for Inhibitors of Polymerase Eta; recombinant Pol eta, fluorescent DNA replication assay; hit rate 1.2% among 390,000; DNA polymerase eta (Homo sapiens), Q9Y253; Potency, µM (doses to about 114 µM), inactives show at the highest dose activity change, negative = inhibition, usual class: inhibitors; further: potency means the concentration at half of the fitted maximal effect; on the % scale 0 is the no-effect control and ±100 the full control effect
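Pol eta (10 nM) was preincubated with compounds for 15 min at room temperature, after which fluorescent replication substrate (50 nM final) was added to start the reaction. Fluorescence was read kinetically at 0 and 10 min.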
PI4K2A inh: qHTS for small molecular inhibitors of PI4K2A | activity change, negative = inhibition, % at 76.9 µM | AID 1346378, 2018 | purified PI4K2A, ADP-Glo luminescence, 1 h; active compounds read low | Phosphatidylinositol 4-kinase type 2-alpha (Homo sapiens), Q9BTU6 | hit rate 0.13% among 420,000; in the data active means activity change below about -50%; inconclusive means mostly about -30% to -49%;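 further: -100% = wells without enzyme as full effect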
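ADP-Glo luminescence measured ADP generated by PI4K2A enzyme (4 ug/mL before mixing) with 1.2 mM PI substrate (pre-mix) and 300 microM ATP (pre-mix). Tris pH7.5 buffer with MgCl2, Triton X-100; 1 h reaction at ambient temperature.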
HP1b chromo inh: HTS for Inhibitors of HP1-beta Chromodomain Interactions with Methylated Histone Tails; Chromobox protein homolog 1 (Homo sapiens), P83916; AlphaScreen HP1-beta / biotin-H3K9me3 peptide binding; Potency, µM (doses to about 114 µM), inactives show at the highest dose activity change, negative = inhibition, hits mostly inhibitors; hit rate 0.56% among 390,000; AID 540317, 2011; further: potency means the concentration at half of the fitted maximal effect; nearly all actives have a fitted effect of over 70% in size; inactives centre near 23
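HP1-beta protein (50 nM final) preincubated 30 min at room temperature with biotinylated H3(1-18)K9me3 peptide (50 nM) in PBS pH 7.4, 0.01% Tween-20, then compound added for 30 min. AlphaScreen streptavidin donor/nickel chelate acceptor beads (10 ug/mL final), 30 min dark, luminescence read.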
BAZ2B inh: qHTS Assay for Inhibitors of BAZ2B. Bromodomain adjacent to zinc finger domain protein 2B (Homo sapiens), Q9UIF8. hit rate 4.4% among 360,000. AID 504333, 2011. Potency, µM (doses to about 114 µM), for the others: top-dose activity change, negative = inhibition, hits mostly inhibitors. AlphaScreen BAZ2B-H3K14Ac peptide displacement; further: potency means the concentration at half of the fitted maximal effect; on the % scale 0 is the no-effect control and ±100 the full control effect; nearly all actives have a fitted effect of over 60% in size
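Multi-concentration screen (max 110 uM) measuring displacement of acetylated histone H3 peptide from BAZ2B by AlphaScreen, using 50 nM protein, 50 nM peptide and 10 ug/mL streptavidin donor plus Ni-chelate acceptor beads.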
* marks the source's active call; other numbers are inactive results; i = inactive; u = inconclusive; x = no result given; [ ] = remark or other dose. Unless noted, the call rests on the fitted dose curve; in most records, active means well fitted curve in the direction sought with a large enough effect; inconclusive means small, poorly fitted or top-dose-only effect, or another doubt; inactive means no such curve, though single readings can be large; an effect the other way counts as inactive or inconclusive.

1	CCCN(CC1CC1)C(=O)CSc1ncnc2sc(C)c(C)c12
2	CCN(CC)C(=O)CSc1nnc(-c2ccco2)n1Cc1ccco1
3	CCOC(=O)c1ccc(NC(=O)NCc2ccncc2)cc1
4	O=C(NC(=S)Nc1ccc(N2CCOCC2)cc1)c1cccs1
5	C=C(C)CSc1nc2sc3c(c2c(=O)n1-c1ccc(OC)cc1)CCN(C)C3
6	CCC(=O)NCCNC(=O)c1c(SC)nsc1SC
assay / compound	1	2	3	4	5	6
GLS inh	3%	2%	-4%	30%[activator]	-12%	-16%
G9a inh	26%[59 µM]	40µM*	-36%[2.33 µM]	x	-14%	39%[12.7 µM]
PGK inhibitor	0%	3%	-2%	3%	-2%	-10%
JMJD2A Tudor inh	6%	-19%	-1%	u	-30%	2%
Pin1 inhibitor	0%	4%	-11%	-6%	10%	1%
POLH inh	-14%	-3%	-2%	-1%	3%	-15%
PI4K2A inh	12	-3	3	-10	0	-15
HP1b chromo inh	25%	24%	28%	-11%	12%	39%
BAZ2B inh	20%	-10%	15%	u	-19%	7%

7	CC1=CC2=NC(=O)CC(C)(C(=O)N(CC(=O)NC3CCCC3)c3ccccc3C)N2C=C1 (centres undefined)
8	CCOC(=O)C1(Cc2ccc(OC)cc2)CCN(C(=O)Cc2cccnc2)CC1
9	Cc1ccc(C(=O)OCC(=O)N2CCCCCC2)c(O)c1
10	CC(NC(=O)c1ccc(F)cc1F)C1CC2CCC1C2 (centres undefined)
11	Cc1ccc(-c2nnc(Nc3ccccc3)c3ccccc23)cc1S(=O)(=O)NCC1CCCO1 (centres undefined)
12	CCN(CC)S(=O)(=O)c1ccc(N=N/C(C(C)=O)=C(/C)O)cc1
assay / compound	7	8	9	10	11	12
GLS inh	-2%	-5%	6%	4%	44%[activator]	21%
G9a inh	-2%[12.7 µM]	-41%	29%[12.7 µM]	23%	3%[0.501 µM]	-2%[59 µM]
PGK inhibitor	i	0%	-7%	-5%	-2%	3%
JMJD2A Tudor inh	7%[11.4 µM]	-15%	2%	8%	-1%	-11%
Pin1 inhibitor	3%	1%	-1%	-4%	2%	-1%
POLH inh	u	-15%	4%	-4%	-11%	-18%
PI4K2A inh	7	7	-2	2	-4	6
HP1b chromo inh	-1%	28%	32%[activator]	14%	23%	0%
BAZ2B inh	-15%	-1%	3%	-6%	-2%	1%

13	O=C(Nc1ccc(S(=O)(=O)Nc2ccccn2)cc1)c1cccc([N+](=O)[O-])c1
14	COc1cc(NC(=O)Cn2c(=O)n(Cc3ccccc3)c(=O)c3oc4ccccc4c32)cc(OC)c1
15	Cc1ccccc1C(=O)N1CCN(c2ccc(NC(=S)NC(=O)c3cccs3)cc2)CC1
16	CNc1ccccc1C(=O)OCC(C)=O
17	CN(C)CCNC(=O)CNC(=S)N(Cc1ccccc1)Cc1ccccc1F
18	O=C(NCCCN1CCCC1=O)c1cccc(S(=O)(=O)Nc2ccc(F)cc2)c1
assay / compound	13	14	15	16	17	18
GLS inh	0%	-1%	5%	22%	-9%	12%
G9a inh	u	1%[59 µM]	u	23%	-36%	u
PGK inhibitor	-4%	-4%	14%	-3%	2%	-2%
JMJD2A Tudor inh	-10%	-13%	u	9%	4%	2%
Pin1 inhibitor	-6%	20%	-1%	-6%	2%	-1%
POLH inh	-22%	-2%	-7%	-15%	-13%	-13%
PI4K2A inh	-1	2	-3	2	2	-2
HP1b chromo inh	22%	26%	-6%[57 µM]	51%[activator]	16%	13%
BAZ2B inh	-15%	-25%	u	9%	-12%	-5%

19	Cc1cc(NC(=O)CCNS(=O)(=O)c2cccc3nsnc23)ccc1Br
20	COC(=O)[C@H](C)NC(=O)/C=C/c1ccc(OC)cc1
21	O=C(Cn1c(=O)n(Cc2ccc3c(c2)OCO3)c(=O)c2oc3ccccc3c21)Nc1ccc(F)cc1
22	C=CCNC(=S)NNc1nc2c(c(=O)[nH]1)C1(CCCC1)Cc1ccccc1-2
23	CC(C)Cn1c(=O)c2sccc2n2c(CCCC(=O)Nc3ccc(Cl)cc3)nnc12
24	CC(=O)c1cccc(NC(=O)c2cnccn2)c1
assay / compound	19	20	21	22	23	24
GLS inh	13%	-5%	-6%	2%	-12%	0%
G9a inh	u	71µM*	-1%[59 µM]	u	-24%[59 µM]	63%[activator]
PGK inhibitor	8%	-8%	-9%	-2%	-7%	2%
JMJD2A Tudor inh	-26%	-6%	4%	u	-20%	-2%
Pin1 inhibitor	9%	-1%	-4%	2%	-5%	2%
POLH inh	-15%	-11%	-13%	-23%	-10%	-17%
PI4K2A inh	2	-1	1	3	1	3
HP1b chromo inh	18%	36%	49%[activator]	-20%	-5%	25%
BAZ2B inh	-15%	1%	-32%	u	-12%	0%

Results in HP1b chromo inh and POLH inh, for 3 of the compounds above:
| nr | mol | HP1b chromo inh | POLH inh |
| --- | --- | --- | --- |
| 19 | Cc1cc(NC(=O)CCNS(=O)(=O)c2cccc3nsnc23)ccc1Br | 18% | -15% |
| 20 | COC(=O)[C@H](C)NC(=O)/C=C/c1ccc(OC)cc1 | 36% | -11% |
| 21 | O=C(Cn1c(=O)n(Cc2ccc3c(c2)OCO3)c(=O)c2oc3ccccc3c21)Nc1ccc(F)cc1 | 49%[activator] | -13% |

More entries:
25	C=CCn1c(N2CCCC2)nc2c1c(=O)[nH]c(=O)n2C
26	CCC(=O)c1c[nH]c(C(=O)N2CCN(c3ccccc3)CC2)c1
27	O=C(CN1CCOCC1)NNc1nc(-c2ccccc2)c2cc(Br)ccc2n1
28	COc1ccc(NC(=O)Cn2c(=O)n(Cc3ccco3)c(=O)c3sc4ccccc4c32)cc1Cl
29	Cc1cccc(Nc2nc(C)nc3c2oc2ccccc23)c1
30	CN(C)CC(C)(C)CNC(=S)NCc1ccc2c(c1)OCO2
assay / compound	25	26	27	28	29	30
GLS inh	30%	0%	4%	14%	7%	10%
G9a inh	-6%	-24%	13%[59 µM]	-4%[59 µM]	79µM*	8.9µM*
PGK inhibitor	3%	-5%	5%	-4%	-1%	-9%
JMJD2A Tudor inh	-16%	-5%	-34%	-19%	-15%	u
Pin1 inhibitor	0%	0%	2%	-2%	-2%	-4%
POLH inh	0%	2%	8%	5%	-5%	-12%
PI4K2A inh	-2	7	3	0	-4	2
HP1b chromo inh	5%	10%	40%	14%	28%	u
BAZ2B inh	15%	-10%	-25%	-9%	u	45µM*

31	Cc1cc(C(=O)Cn2nnc(-c3ccc(Cl)cc3)n2)c(C)n1CC1CCCO1 (centres undefined)
32	Cc1ccc(S(=O)(=O)Nc2cc(Cl)ccc2-n2cncn2)cc1
33	C=CC[C@@H](CC(=O)NCCO)C(=O)N[C@H](COC(=O)[C@@H](CC=C)Cc1ccc(F)cc1)Cc1c[nH]c2ccccc12
34	COc1ccc(C(C(=O)NC2CCCC2)N(Cc2ccccc2)C(=O)c2snc(C(N)=O)c2N)cc1OC (centres undefined)
35	Cc1cccc(N2N=C(C(=O)Nc3nc(C)cs3)CCC2=O)c1
36	Cc1ccc(/C=C(\C#N)C(=O)Nc2cc(C)ccc2C)cc1
assay / compound	31	32	33	34	35	36
GLS inh	0%	11%	0%	9%	-1%	-13%
G9a inh	u	u	x	7%	u	1%[59 µM]
PGK inhibitor	6%	-9%	3%	0%	-3%	i
JMJD2A Tudor inh	-35%	-1%	-33%	-16%	-15%	-13%
Pin1 inhibitor	16%	-3%	4%	-10%	-4%	-3%
POLH inh	-13%	-16%	-21%	-4%	-3%	-7%
PI4K2A inh	-2	2	1	-4	-4	26
HP1b chromo inh	6%	24%	27%	33%	21%	27%
BAZ2B inh	6%	-2%	x	7%	u	-16%

37	CCOc1cc2[nH]c(=S)n(CC3CCCN3CC)c(=O)c2cc1OCC (centres undefined)
38	CCC(C)C(NC(=O)C1CCC(C)CC1)C(=O)NCc1cccnc1 (centres undefined)
39	O=C(NCCc1ccc(Cl)cc1)C1CCCN1C(=O)Nc1ccc(F)cc1 (centres undefined)
40	CCCc1nnc(NC(=O)Nc2ccccc2Cl)s1
41	COc1ccccc1C(CNC(=O)C(CCSC)NC(=O)c1ccccc1Cl)N1CCCC1 (centres undefined)
42	CC(=O)Nc1cccc(C(=O)NNC(=O)c2n[nH]c(=O)c3ccccc23)c1
43	CC(C)(C)n1nnnc1C(c1cccc(C(F)(F)F)c1)N1CCOCC1 (centres undefined)
assay / compound	37	38	39	40	41	42	43
GLS inh	11%	-5%	-3%	5%	1%	1%	0%
G9a inh	u	-13%[59 µM]	x	9%[59 µM]	x	u	-24%
PGK inhibitor	-9%	-2%	-2%	-10%	-3%	6%	i
JMJD2A Tudor inh	u	-16%	-18%	-16%	-5%	u	-6%
Pin1 inhibitor	6%	0%	5%	14%	0%	2%	6%
POLH inh	-7%	-12%	-13%	-14%	-13%	2%	6%
PI4K2A inh	6	2	9	-3	-3	0	0
HP1b chromo inh	10%	5%	30%	15%	51%[activator]	11%[57 µM]	14%
BAZ2B inh	-10%	-4%	10%	-7%	x	-2%	-22%

Bioassay records (PubChem BioAssay)

The list is partial (hit frequency here may not be typical).
